# D3 ag: agonists of human D3 dopamine receptor. P35462. 410,000 tested, 0.58% active. max activation, %. D3R DiscoveRx beta-arrestin cells, luminescence, 90 min; in the data active = max activation above about 30%; also: 0% is about no effect; mostly tested at two doses, the higher about 12 µM
# Target sequence (P35462 whole entry, looked up): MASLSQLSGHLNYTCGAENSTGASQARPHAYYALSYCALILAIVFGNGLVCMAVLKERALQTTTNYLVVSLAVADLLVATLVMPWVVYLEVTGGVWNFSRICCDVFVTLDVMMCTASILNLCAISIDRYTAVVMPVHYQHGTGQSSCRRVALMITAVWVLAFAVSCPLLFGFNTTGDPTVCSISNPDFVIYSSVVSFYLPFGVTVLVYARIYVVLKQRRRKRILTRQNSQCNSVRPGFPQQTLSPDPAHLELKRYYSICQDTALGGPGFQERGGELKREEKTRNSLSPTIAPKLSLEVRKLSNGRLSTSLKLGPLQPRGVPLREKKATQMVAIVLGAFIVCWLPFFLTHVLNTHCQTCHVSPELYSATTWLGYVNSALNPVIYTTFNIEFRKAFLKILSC
#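 Cells at 1500/well, incubated overnight, then treated with pinned compounds (dopamine as control) for 90 min at 37 degrees C. DiscoveRx reagent added for 30 - 60 minutes at room temperature; luminescence read.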
# PTHR1 agonist: agonists of human PTHR1 parathyroid hormone receptor; Q03431; HEK293 GP2 PTHR1 cells, GloSensor cAMP luminescence, 1 h; Potency, µM (titrated, usually from 115 µM), for inactives: at the top dose activation, actives largely listed as activators; 410,000 tested, 0.075% active; active = well fitted activation curve with a large enough effect; inconclusive = small, poorly fitted or top-dose-only effect, or another doubt; inactive = no such curve, though single readings can be large or run the other way; also: potency is read from the fitted curve at half-maximal effect; nearly all actives have a fitted effect of over 55% in size; some results filed as inactive show a strong effect at the top dose; inactives centre near -15; many of its hits are not listed in these tables
# Target sequence (Q03431 whole entry, looked up): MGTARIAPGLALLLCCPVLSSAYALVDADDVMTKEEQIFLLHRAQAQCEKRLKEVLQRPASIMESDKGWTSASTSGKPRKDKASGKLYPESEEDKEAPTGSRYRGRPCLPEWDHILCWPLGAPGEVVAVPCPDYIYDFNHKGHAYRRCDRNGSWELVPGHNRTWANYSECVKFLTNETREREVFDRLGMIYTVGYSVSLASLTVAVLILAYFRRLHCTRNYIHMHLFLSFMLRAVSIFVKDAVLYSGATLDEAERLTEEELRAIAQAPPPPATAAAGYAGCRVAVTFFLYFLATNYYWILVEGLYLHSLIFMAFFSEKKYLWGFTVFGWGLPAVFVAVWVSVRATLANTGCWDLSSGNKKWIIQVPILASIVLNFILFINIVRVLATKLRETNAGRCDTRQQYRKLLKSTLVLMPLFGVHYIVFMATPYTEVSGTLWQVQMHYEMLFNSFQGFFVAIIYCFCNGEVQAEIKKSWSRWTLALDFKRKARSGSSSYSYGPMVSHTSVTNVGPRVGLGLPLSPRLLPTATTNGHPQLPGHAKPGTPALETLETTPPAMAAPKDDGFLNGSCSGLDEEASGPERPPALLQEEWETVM
#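 HEK-293-derived GP2 cells expressing PTHR1 and a GloSensor cAMP reporter, 3,000/well, plated overnight, given luciferin plus IBMX (each 0.5 mM as added) for 1 h at 37 °C, then compound for 1 h at 37 °C. Luminescence was read after 15 min at room temperature.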
# * marks the source's active call; other numbers are inactive results; i = inactive; ? = inconclusive; [ ] = remark or other dose. A portion of the library; the hit share may differ from the screen's.
Molecule	D3 ag	PTHR1 agonist
COc1ccc(S(=O)(=O)NCc2ccc3c(c2)CCN3C(=O)c2ccc(C)cc2)cc1Cl	-8	-53%[inhibitor]
CCc1ccccc1NC(=O)Cn1nnc(C(=O)Nc2ccc(OC)c(OC)c2)c1N	-3	-24%
COc1cccc(CCNC(=O)c2cnc3sc(N4CCCCCC4)nn3c2=O)c1	3	-30%
O=C(COCc1cc(-c2cccs2)on1)N1CCN(c2cccc(Cl)c2)CC1	9	-26%
FC(F)(F)c1cccc(-c2nnn3c2nc(NC2CCCCC2)c2ccccc23)c1	1	-18%
Cc1c(Cl)cccc1NC(=O)C1CCCN(C(=O)c2cnn(-c3ccccc3)c2-n2cccc2)C1 (stereo unspecified)	15	-29%
CNC(=O)c1c(NC(=O)c2cc(=O)c3cc(C)c(C)cc3o2)sc2c1CCCC2	-19	21%
COc1ccc(NC(=O)Cn2cnc3sc(C)c(S(=O)(=O)N4CCN(c5ccccc5OC)CC4)c3c2=O)cc1OC	3	i
Cc1ccc(-c2onc(C)c2C)cc1S(=O)(=O)NCc1cccs1	-1	i
CC(=O)Nc1ccc(NC(=O)c2cc(-c3ccc4c(c3)OCCO4)on2)cc1	4	-30%[inhibitor]
Cc1ccc(C)c(Nc2ncnc3c2cnn3-c2ccc(F)cc2)c1	10	-16%
CC(C)(C)C1CCc2c(sc(NC(=O)Cn3nnc(-c4ccccc4Cl)n3)c2C#N)C1 (stereo unspecified)	-5	i
COc1cc(NC(=O)c2ccc3c(Cl)c4c(nc3c2)CCC4)cc(OC)c1OC	-3	-20%
COc1cccc(C(=O)Nc2ccccc2C(=O)OCc2cc(=O)n3nc(C)sc3n2)c1	11	i
CN(C)c1ccc(C(CNS(=O)(=O)c2ccc(Br)cc2)N2CCCC2)cc1 (stereo unspecified)	-14	i
COc1ccc(-c2nc3cc(C(C)C)ccc3o2)cc1NC(=O)c1ccccc1[N+](=O)[O-]	1	-15%
CCC1CN(C(=O)N2CCC(C(=O)N3CCN(c4ccc(F)cc4)CC3)CC2)c2ccccc2O1 (stereo unspecified)	8	i
Cc1ccc(NC(=O)CN2C(=O)C3(SCC(=O)N3c3cccc(Cl)c3)c3ccccc32)cc1C (stereo unspecified)	-3	-17%
COc1ccc(CCNc2oc(COc3ccc(Cl)cc3)nc2C#N)cc1OC	3	-44%[inhibitor]
O=C(Nc1ccccc1)N1CCN(C(=O)c2nsc3ccccc23)CC1	-2	5%
COc1cc(Cl)c(C)cc1Nc1nc2ccccc2c2nnc(C)n12	4	?
COc1ccc(C(CC(=O)Nc2ccc(C)cn2)N2Cc3ccccc3C2=O)cc1OC (stereo unspecified)	-4	5%
COc1ccc(CC(=O)NCCc2csc(-c3ccc(Cl)cc3)n2)cc1	0	-47%[inhibitor]
CCOCCc1nn2c(=O)cc(COC(=O)c3ccccc3NC(=O)c3ccc(C)cc3)nc2s1	7	i
CCOc1ccc(C(=O)Nc2cccc(NC(=O)c3ccco3)c2)cc1Cl	9	-5%
COc1ccccc1OCC(=O)NCC1(N(C)C)CCCCC1	1	-9%
COc1cc(OC)cc(-c2cc3nc(C)c(CCC(=O)Nc4ccc(C(C)=O)cc4)c(C)n3n2)c1	12	-6%
CCc1nn(CC(=O)N2CCN(c3ccc(Cl)cc3)CC2)c(=O)c2cc3occc3n12	23	-30%
O=C(COc1ccc([N+](=O)[O-])cc1)Nc1cccc2cccnc12	3	i
COc1cccc2c1cc1c(=O)n(CC(=O)N3CCCCC3)nc(C)n12	5	-2%
Cc1nn(-c2ccc(N3CCOCC3)nn2)c(C)c1CCC(=O)Nc1ccc(F)cc1F	75*	-19%
O=C(c1ccc2c(c1)N(Cc1ccc(Cl)cc1)C(=O)c1ccccc1S2(=O)=O)N1CCc2ccccc21	1	-22%
COc1cccc(CNC(=O)C(=O)NCC(c2ccco2)S(=O)(=O)c2ccccc2)c1 (stereo unspecified)	-16	-68%[inhibitor]
O=C(CSc1nc(=O)n(Cc2ccco2)c2c1CCC2)NCc1ccc(F)cc1	3	i
COc1ccc(Cl)cc1NC(=O)Cn1c(=O)oc2cc(S(=O)(=O)N3CCCCCC3)ccc21	-3	-9%
CC(=O)Nc1ccc(NC(=O)C(c2ccccc2)N2Cc3ccccc3C2=O)cc1 (stereo unspecified)	-15	?

# 13 entries from above, set out differently.
# Values run as follows: D3 ag	PTHR1 agonist
> CCOCCc1nn2c(=O)cc(COC(=O)c3ccccc3NC(=O)c3ccc(C)cc3)nc2s1
    7	i
> CCOc1ccc(C(=O)Nc2cccc(NC(=O)c3ccco3)c2)cc1Cl
    9	-5%
> COc1ccccc1OCC(=O)NCC1(N(C)C)CCCCC1
    1	-9%
> COc1cc(OC)cc(-c2cc3nc(C)c(CCC(=O)Nc4ccc(C(C)=O)cc4)c(C)n3n2)c1
    12	-6%
> CCc1nn(CC(=O)N2CCN(c3ccc(Cl)cc3)CC2)c(=O)c2cc3occc3n12
    23	-30%
> O=C(COc1ccc([N+](=O)[O-])cc1)Nc1cccc2cccnc12
    3	i
> COc1cccc2c1cc1c(=O)n(CC(=O)N3CCCCC3)nc(C)n12
    5	-2%
> Cc1nn(-c2ccc(N3CCOCC3)nn2)c(C)c1CCC(=O)Nc1ccc(F)cc1F
    75*	-19%
> O=C(c1ccc2c(c1)N(Cc1ccc(Cl)cc1)C(=O)c1ccccc1S2(=O)=O)N1CCc2ccccc21
    1	-22%
> COc1cccc(CNC(=O)C(=O)NCC(c2ccco2)S(=O)(=O)c2ccccc2)c1 (stereo unspecified)
    -16	-68%[inhibitor]
> O=C(CSc1nc(=O)n(Cc2ccco2)c2c1CCC2)NCc1ccc(F)cc1
    3	i
> COc1ccc(Cl)cc1NC(=O)Cn1c(=O)oc2cc(S(=O)(=O)N3CCCCCC3)ccc21
    -3	-9%
> CC(=O)Nc1ccc(NC(=O)C(c2ccccc2)N2Cc3ccccc3C2=O)cc1 (stereo unspecified)
    -15	?

# Next results follow.
Molecule	D3 ag	PTHR1 agonist
CCC(=O)N1CCc2cc(Br)cc(S(=O)(=O)N3CCCC(C(=O)Nc4ccc(OC)c(Cl)c4)C3)c21 (stereo unspecified)	-24	-18%
Cc1ccccc1OCC(=O)Nc1ccc(-c2nc3cc(Cl)cc(Cl)c3o2)cc1	7	-6%
CCN(C(=O)c1sc2nc3n(c(=O)c2c1C)CCCCC3)c1ccccc1F	1	-28%
Cc1ccc(NC(=O)CCc2nc3cccnc3n2-c2ccccc2)cc1	-10	-1%
Cc1ccc(C)c(CN2CCC(CNC(=O)c3cc4ccc5cccnc5c4[nH]3)CC2)c1	-21	i
Cc1cc(C)c(S(=O)(=O)Nc2ccc3oc4c(c3c2)CCCC4)cc1C	-8	-6%
O=C(CCn1cccn1)Nc1ccc(Br)cc1F	2	i
Fc1ccc(Br)cc1C1C=C(c2ccc(Br)cc2)Nc2nnnn21 (stereo unspecified)	-10	-7%
COc1ccc(OC)c(C2CC(=O)c3c([nH]c(C(=O)OCC4CCCCC4)c3C)C2)c1 (stereo unspecified)	-14	-49%
Cc1ccc(NC(=O)c2sc3nc4c(cc3c2N)CN(Cc2ccccc2)CC4)cc1	7	-83%
CCOC(=O)NC1(C(F)(F)F)NC(=O)N(c2ccc(C)c(C)c2)C1=O (stereo unspecified)	-6	1%
COc1cccc(C2=CC(c3ccccc3F)n3ncc(C(=O)Nc4ccc(C)cc4)c3N2)c1 (stereo unspecified)	3	i

# Another view of part of the listing above.
Cc1ccc(NC(=O)CCc2nc3cccnc3n2-c2ccccc2)cc1
  D3 ag: -10; PTHR1 agonist: -1%
Cc1ccc(C)c(CN2CCC(CNC(=O)c3cc4ccc5cccnc5c4[nH]3)CC2)c1
  D3 ag: -21; PTHR1 agonist: i

# New compounds follow.
Molecule	D3 ag	PTHR1 agonist
CCOC(=O)c1cc(-c2ccc(C)cc2)n(CCC(=O)Nc2ccc(OC)c(OC)c2)c1C	4	-38%[inhibitor]
CCCCOc1cccc(C(=O)N(Cc2ccc(Cl)cc2)C2CCS(=O)(=O)C2)c1 (stereo unspecified)	-9	-4%
Cc1[nH]c2c(C)cccc2c1CCNC(=O)c1cc2ccccc2oc1=O	3	i
COc1ccc(S(=O)(=O)Nc2ccc(-c3cn4ccsc4n3)cc2)cc1C	-4	-26%
O=C(CSc1nc2c([nH]c3ccccc32)c(=O)n1-c1cccc(Cl)c1)N1CCc2ccccc21	1	-25%
Cc1nc2ccccn2c(=O)c1NC(=O)c1ccccc1Cl	-3	?
Cc1cc(Br)cc2c1N(Cc1ccccc1OC(C)C)C(=O)C2=O	-19	i
N#Cc1nc(-c2ccc(COc3ccccc3)o2)oc1N1CCCCC1	-7	-32%[inhibitor]
Cc1nn(C)c2c1c(C(F)(F)F)cc(=O)n2CC(=O)NCc1ccccc1Cl	8	i
CCc1nnc(SCC(=O)Nc2ccc(Cl)cc2F)c2cc3occc3n12	-2	i
CCc1ccccc1Nc1nn2c(=O)c3ccc(C(=O)Nc4ccc(OC)cc4)cc3nc2s1	4	-7%
Cc1ccc(NC(=O)C2CCCN2S(=O)(=O)c2ccc3c(c2)C(C)(C)C(=O)N3C)cc1 (stereo unspecified)	7	-88%[inhibitor]
Cc1ccc2c(=O)cc(C(=O)Nc3cccc(Cl)c3C)oc2c1C	0	i
CCOc1ccc(S(=O)(=O)NCCc2sc3nc(-c4ccc(F)cc4)nn3c2C)cc1	3	-92%[inhibitor]
COc1ccccc1-n1c(/C=C/c2c(C)n(C)c3ccccc23)nc2ccccc2c1=O	-7	i
CCOC(=O)c1cc(NC(=O)c2ccc(Cl)cc2)c(=O)n2c1oc1ccccc12	7	-37%[inhibitor]
COc1cccc(N2C(=O)C(CC(=O)Nc3ccccc3)N(CCc3sccc3C)C2=O)c1 (stereo unspecified)	5	-10%
COc1ccc(NC(=O)COc2ccc(S(=O)(=O)NC3CCCCC3)cc2)c(OC)c1	3	-28%
CCOC(=O)c1c(SCC(=O)Nc2cccc(C)c2C)nc(=O)[nH]c1C	3	-12%
Cc1ccc(S(=O)(=O)N2CCc3cc(C(=O)Nc4ccc(Cl)cc4C)ccc32)cc1	-2	-4%
Cc1ccc2c(c1)-c1nc(-c3ccc4c(c3)NC(=O)CO4)cc(-c3ccc(Cl)cc3)c1CO2	1	i
CCOc1ccc(-c2n[nH]c3c2C(c2ccccc2OC)N(c2ccc(Br)cc2)C3=O)cc1 (stereo unspecified)	6	i
CCc1ccccc1NC(=O)COCc1cc(-c2ccco2)on1	-17	-2%
COc1ccc(C)cc1NC(=O)N(Cc1ccc(C)o1)C1CCN(C(C)=O)CC1	7	-19%
CC(=O)c1ccc(NC(=O)C2CCC(CNS(=O)(=O)c3ccc(Br)s3)CC2)cc1 (stereo unspecified)	4	i
CC1Cc2cc(S(=O)(=O)N(C)c3ccc(Br)cc3)ccc2N1C(=O)C1CC1 (stereo unspecified)	-1	-72%[inhibitor]
O=C(C1CC1)N1CCc2cc(Br)cc(S(=O)(=O)Nc3ccc(C(F)(F)F)cc3)c21	14	-26%
CCN1CCN(C(c2ccc(F)cc2)c2sc3nc(-c4ccco4)nn3c2O)CC1 (stereo unspecified)	-11	-16%
COc1cc(OC)cc(-c2nc3n(n2)C(c2ccccc2)C(C(N)=O)=C(C)N3)c1 (stereo unspecified)	-7	i
Cc1c(C(=O)NCc2ccccc2Br)oc2ccc3c(c12)C(=O)CC(C)(C)O3	7	-38%[inhibitor]
O=C(c1cccn1-c1nnc(N2CCCCC2)s1)N1CCN(c2ccccc2)CC1	-17	4%
COc1ccc(-n2cnc3cc(C(=O)NCCC4=CCCCC4)ccc32)cc1	0	-97%[inhibitor]
COc1ccc(-n2ccnc(NCc3ccc(Cl)cc3)c2=O)cc1	-15	-6%
COc1cc(Cl)c(C)cc1NC(=O)NC1COc2ccccc2C1 (stereo unspecified)	-18	i
Cc1ccc2oc(C(=O)Nc3ccc(S(=O)(=O)N4CCCC(C)C4)cc3)cc(=O)c2c1 (stereo unspecified)	3	i
Fc1ccc(-c2noc3ncnc(NCCc4ccccc4)c23)cc1	-10	-40%[inhibitor]
COC(=O)c1nnn(CC(=O)Nc2c(C)cccc2C)c1N	6	i
Cc1ccccc1S(=O)(=O)Cc1ccc(C(=O)NCc2ccccc2Cl)o1	-3	i
O=C(OCc1ccccc1Cl)c1ccc(-c2nnn(Cc3ccc(F)cc3)n2)cc1	2	i
COc1ccc(-c2nn3c(=O)cc(CN4CCN(S(=O)(=O)c5ccc(C)cc5)CC4)nc3s2)cc1	12	-1%
COc1ccc(C)cc1S(=O)(=O)Nc1cccc(-c2ccc(N3CCC(C)CC3)nn2)c1	1	-18%
Cc1cc(C)n(C(C)CC(=O)Nc2ccc(Cl)cc2C)n1 (stereo unspecified)	6	i
Cc1cc(C)cc(OCC(=O)N(Cc2ccc(Cl)cc2)CC2CCCO2)c1 (stereo unspecified)	11	i
CC(NC(=O)Cn1c(=O)oc2cc(S(=O)(=O)N3CCCCCC3)ccc21)c1ccccc1 (stereo unspecified)	0	-10%
CCOc1ccc(C(=O)c2cn(CC(=O)Nc3ccc4c(c3)OCCO4)c3ccc(F)cc3c2=O)cc1	3	-16%
O=C(Nc1ccccc1C(=O)OCc1cc(=O)n2c3c(sc2n1)CCCC3)c1ccc(Cl)cc1	-5	-2%

# Screens: PubChem, National Center for Advancing Translational Sciences (NCATS)
